KB-V1 MDR tox – qHTS assay for MDR1-selective chemotherapeutics: Primary screen using the drug-selected MDR subline cells KB-V1. KB-V1 MDR cells viability, CellTiter-Glo, 72 h. Potency, µM (highest dose often 46.1 µM), inactives show at the highest dose activity change, negative = cytotoxicity, most hits filed as cytotoxic. 400,000 compounds, 3.4% hits. AID 1347076, 2019; also: potency is read from the fitted curve at half-maximal effect; % is scaled to controls: 0 for no effect and ±100 for the full control effect; nearly all actives have a fitted effect of over 60% in size
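Cytotoxicity via CellTiter-Glo luminescence after 72 h compound exposure at 37 degrees C. Cells: drug-selected KB-V1 line, DMEM phenol-red free plus 10% FBS. Compounds tested at multiple concentrations; normalized data fitted to concentration-effect curves.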
HT1080NT lethal – qHTS for induction of synthetic lethality in tumor cells producing 2HG: qHTS for the HT-1080-NT fibrosarcoma cell line. HT-1080-NT fibrosarcoma viability, CellTiter-Glo ATP luminescence, 48 h. Potency, µM (top dose mostly 46.1 µM), for inactives: top-dose activity, negative = less viability, actives largely listed as cytotoxic. 360,000 compounds, 1.6% hits;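 also: NT is the 2HG producing partner of a matched IDH1 knockdown line; potency is read from the fitted curve at half-maximal effect; 0% = DMSO-treated cells and -100% = media-only wells without cells; nearly all actives have a fitted effect of over 55% in size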
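750 cells/well, RPMI + 5% FBS; 2 h settle, compound pin-transfer, 48 h at 37 degrees C. CellTiter-Glo 10 min RT, luminescence. Normalized to DMSO and media-only wells.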
ATXN viability – Viability Counterscreen for Primary qHTS for Inhibitors of ATXN expression; 400,000 compounds, 0.49% hits; Potency, µM (top dose mostly 56.7 µM), usual class: cytotoxic; S2 cells (HEK-293 line with an ATXN2-luciferase reporter) viability, CellTiter-Fluor protease fluorescence, 24 h; AID 651635, 2014; also: potency is read from the fitted curve at half-maximal effect; nearly all actives have a fitted effect of over 40% in size
ATXN2 expr inh – Primary qHTS for Inhibitors of ATXN expression; HEK-293 ATXN2-luciferase reporter, luminescence, 24 h; Potency, µM (titrated, usually from 57 µM), for the others: at the highest dose activity change, negative = inhibition, usual class: inhibitors; 360,000 compounds, 0.72% hits; AID 1745845, 2022; also: potency is read from the fitted curve at half-maximal effect; % is scaled to controls: 0 for no effect and ±100 for the full control effect; nearly all actives have a fitted effect of over 55% in size
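qHTS (up to 57 uM final) was run with 24 h compound exposure of reporter cells at 37 °C. Each well was multiplexed: SteadyGlo luminescence measured ATXN2-luciferase expression after a fluorogenic Gly-Phe-AFC viability readout (25 uM final).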
KB-3-1 tox – qHTS assay for MDR1-selective chemotherapeutics: Primary screen using the parental adenocarcinoma cell KB-3-1. KB-3-1 viability, CellTiter-Glo ATP luminescence, 72 h. Potency, µM (top dose mostly 46.1 µM), without a hit: at the top dose activity change, negative = cytotoxic, hits mostly cytotoxic. 400,000 compounds, 1.4% hits; also: potency is read from the fitted curve at half-maximal effect; % is scaled to controls: 0 for no effect and ±100 for the full control effect; nearly all actives have a fitted effect of over 60% in size
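Parental KB-3-1 adenocarcinoma cells in phenol-red-free DMEM with 10% FBS were pin-treated with compounds at several concentrations, incubated 72 h at 37 °C, and viability read by CellTiter-Glo luminescence; concentration-effect curves were fitted after normalization.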
IL-1B inflam inh – qHTS for Inhibitors of Inflammasome Signaling: IL-1-beta AlphaLISA Primary Screen | THP-1 LPS/ATP IL-1B secretion, AlphaLISA, 16 h; hits give low values | activity change, % at 57.5 µM | 360,000 compounds, 4.7% hits | AID 743279, 2014; in the data active = activity change below about -50%; inconclusive = mostly about -30% to -49%; also: % is scaled to controls: 0 for no effect and ±100 for the full control effect
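Secreted IL-1B measured by AlphaLISA bead assay after 16 h compound exposure of THP-1 cells; compounds (final up to 57.5 uM) added 1 h before LPS (250 ng/mL) and ATP (1.25 mM) stimulation; lower signal means less secretion.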
SW480 rereplic – A quantitative high throughput screen for small molecules that induce DNA re-replication in SW480 colon adenocarcinoma cells | SW480 DNA re-replication, Hoechst DNA content imaging, 48 h | Potency, µM (doses to about 46.1 µM), for inactives: top-dose re-replication activation, usual class: activators | 340,000 compounds, 1.8% hits | AID 624297, 2012; also: potency is read from the fitted curve at half-maximal effect; % of control where 0% means no effect; nearly all actives have a fitted effect of over 55% in size
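Treated cells incubate 48 hr (37 C, 5% CO2), are stained 40 min with Hoechst, and nuclear fluorescence is enumerated; a rise in nuclei with high DNA signal marks re-replication.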
HT1080 IDH1KD tx – qHTS for induction of synthetic lethality in tumor cells producing 2HG: qHTS for the HT-1080-IDH1KD cell line. HT-1080 IDH1 knockdown viability, ATP luminescence, 48 h. Potency, µM (doses to about 46.1 µM), for the others: top-dose activity, negative = toxicity, hits mostly cytotoxic. 360,000 compounds, 2% hits. AID 686971, 2013;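 also: potency is read from the fitted curve at half-maximal effect; 0% = DMSO wells and -100% = cell-free medium wells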
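CellTiter-Glo luminescence after 48 h compound exposure at 37 degrees C of IDH1-knockdown HT-1080 cells in 5% FBS RPMI. %Activity scaled between DMSO wells and cell-free media wells, with curves fitted and assigned curve classes.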
MCF10A rereplic – A quantitative high throughput screen for small molecules that induce DNA re-replication in MCF 10a normal breast cells | 350,000 compounds, 2.9% hits | Potency, µM (doses to about 46.1 µM), for inactives: top-dose activity, positive = re-replication, most hits filed as activators | AID 624296, 2012 | MCF 10A DNA re-replication, Hoechst nuclear intensity, 48 h; also: potency is read from the fitted curve at half-maximal effect; % of control where 0% means no effect; nearly all actives have a fitted effect of over 50% in size
* marks the source's active call; other numbers are inactive results; i = inactive; ? = inconclusive; . = not tested or not shown; & = joins results of further samples; [ ] = another dose, or the depositor's remark. Unless noted, calls follow the shape of the dose curve; as a rule, active = well fitted curve in the direction sought with a large enough effect; inconclusive = small, poorly fitted or top-dose-only effect, or another doubt; inactive = no such curve, though single readings can be large; an effect the other way counts as inactive or inconclusive.

SMILES | KB-V1 MDR tox | HT1080NT lethal | ATXN viability | ATXN2 expr inh | KB-3-1 tox | IL-1B inflam inh | SW480 rereplic | HT1080 IDH1KD tx | MCF10A rereplic
CCC(C)NC(=O)/C=C/c1ccc(S(=O)(=O)NCc2ccco2)cc1 (stereo unspecified) | -19% | 1% | i | -12% | 2% | -18 | 2% | 10% | -1%
CNC(=O)Nc1cc(C(F)(F)F)cc(C(F)(F)F)c1 | 2% | 8% | . | 6% | -14% | . | ? | 9% | -13%
C[C@@H]1CN([C@H](C)CO)C(=O)CCCn2cc(nn2)CO[C@H]1CN(C)C(=O)c1ccc2ccn(C)c2c1 | 1% | 28% | i | 0% | 0% | -2 | . | 2% | .
COc1ccccc1CCNC(=O)c1cc(COc2cccc(C(F)(F)F)c2)on1 | ? | -5% | i | . | -4% | -8 | -11% | -11% | 12%
Cc1cccc(C)c1NC(=S)N1CCCCCC1 | 15% | ? | i | 1% | 6% | 6 | -2% | 29% | -5%
O=C(Nc1cccc(C(F)(F)F)c1)C1Cc2c(-c3cccc(F)c3)ccnc2O1 (stereo unspecified) | ? | ? | ? | ? | ? | 0 | . | ? | .
Cc1ccc(S(=O)(=O)N2CCN(C(=O)CCC(=O)OCC(=O)Nc3cccc(C#N)c3)CC2)cc1 | 14% | 6% | i | -1% | 18% | -9 | -6% | 11% | 2%
CCc1ccc2occ(CC(=O)Nc3sc4c(c3C(=O)OC)CCC4)c2c1 | -19% | . | i | 140%[activator] | ? | . | . | . | .
Cc1c(NC(=O)C(C)N2C(=O)NC3(CCC(C)CC3)C2=O)c(=O)n(-c2ccccc2)n1C (stereo unspecified) | -5% | 1% | i | -5% | ? | -7 | 0% | 17% | ?
COCc1cc(=O)oc2cc(NS(=O)(=O)c3ccc(C)cc3)ccc12 | -8% | 16% | . | -16% | 0% | 12 | -4% | -6% | 11%
Cc1ccc(OCCCN2C(=O)C(=O)c3cc(C)ccc32)cc1 | 0% | -9% | ? | -27% | ? | ? | 23µM* | -11% | 21µM*
c1ccc(SC23CCCCN(CCC2)[C@]32CO2)cc1 (stereo partly specified) | -11% | 2% | i | -3% | 3% | -14 | . | -1% | .
O=C(CSC(=S)N1CCCC1)Nc1cc2c(cc1Br)OCCO2 | ? | -1% | i | 8% | -15% | 7 | -10% | 10% | 0%
OC(c1ccccc1)(c1ccccc1)c1ncc[nH]1 | -1% | 0% | i | 6% | 11% | 2 | -4% | 29% | 17%
O=C(NCc1ccccc1CN1CCCC1)c1ccc(Cl)c(N2CCCC2=O)c1 | -13% | -2% | i | . | 2% | -7 | -4% | 3% | 4%
CCOc1ccc(S(=O)(=O)n2cnc(C)c2)cc1 | 2% | -5% | i | -1% | 2% | 14 | ? | 3% | 3%
CCN(CC(=O)NCc1cccs1)C(=O)c1ccc(OC)c(OC)c1 | 0% | -5% | i | 9% | 7% | 5 | 0% | 6% | -1%
Cc1cccc(NC(=O)c2ccc(COc3ccccc3[N+](=O)[O-])o2)n1 | 1% | -27% | i | . | ? | 7 | 0% | ? | ?
Cc1ccc(N=Cc2c(O)n(-c3nccs3)c(=O)c3ccccc23)cc1 | -9% | 18% | ? | -21% | 16% | -13 | -1% | 23% | 4%
CCN(CC)S(=O)(=O)c1ccc(C(=O)Oc2coc(CSc3nc(C)cc(C)n3)cc2=O)cc1 | -15% | -7% | i | -14% | -7% | 8 | 0% | 6% | 3%
NC(=NC(=O)c1ccc(OCC(F)(F)F)nc1)c1ccc(Cl)cc1 | 0% | -16% | i | -4% | 2% | 24 | -4% | 3% | 12%
O=S(=O)(c1ccccc1)N1CCN(Cc2ccc(Cl)cc2)CC1 | -13% | -1% | ? | -16% | -7% | -24 | ? | 0% | 15%
Cc1csc(NC(=O)CSc2ccc3nnc(-c4ccncc4)n3n2)n1 | 22% | -5% | i | 4% | 3% | 23 | -2% | -7% | -1%
Cc1ccc(N(C(=O)c2csnn2)C(C(=O)NC2CCCC2)c2ccncc2)c(C)c1 (stereo unspecified) | ? | 16% | i | 25% | -6% | -5 | -2% | 11% | -3%
Cc1[nH]nc2c1C1(CCN(Cc3ccccc3)CC1)C(C#N)=C(N)O2 | ? | 7% | i | -1% | 12% | 4 | 5% | -9% | 1%
CCN(CC(=O)NC(C)(C)C)C(=O)c1ccccc1SCC(=O)NC1CCCCCCC1 | -13% | 6% | i | -12% | 11% | 42 | 7% | 0% | 8%
O=C(NCc1ccc2c(c1)OCO2)c1ccccc1Cl | -14% | -3% | i | 13% | 17% | -68* | 3% | -2% | 2%
CC(C)(C)NC(=O)C(c1cccs1)N(C(=O)c1csnn1)c1ccccc1F (stereo unspecified) | -4% | 7% | ? | -23% | -7% | -8 | -9% | 1% | 1%
O=C(COC(=O)c1ccc2ccccc2n1)NC1CCCCC1 | 17% | 5% | i | 1% | 4% | 5 | 27% | 8% | -1%
COc1ccccc1NC(=O)CSc1ncc(CO)n1Cc1ccc(F)cc1 | ? | -3% | i | -16%&-27% | 11%&-1% | -8 | -3% | -9% | 10%
CCCCn1c(N)c(N(CC)C(=O)c2cnc(C)cn2)c(=O)[nH]c1=O | 0% | 3% | i | -3% | 16% | -13 | 3% | 0% | 5%
O=C1CC2(CCN(C(=O)c3cccc(Cl)c3)CC2)Oc2ccccc21 | ? | 9% | i | -3% | -1% | ? | 2% | 2% | 1%
COc1ccc(C(C)=O)cc1CN1C(=O)NC(c2ccccc2)(c2ccccc2)C1=O | -22% | -6% | i | -13% | -2% | -15 | 16% | -4% | 0%
Cc1ccc(Sc2ncnc3onc(C)c23)cc1 | 0% | -9% | i | 11% | -20% | -16 | ? | -25% | ?
O=C(c1ccc2c(c1)N(Cc1ccccc1F)C(=O)c1ccccc1S2=O)N1CCN(c2ccccc2)CC1 (stereo unspecified) | 15% | . | i | 3% | -24% | . | . | . | .
Cc1cc(NS(=O)(=O)c2ccc(NC(=S)NC(=O)c3ccc(F)cc3Cl)cc2)no1 | 23% | 2% | i | 3% | 10% | 39 | 2% | 0% | 11%
O=C(Nc1ccc2nn(-c3ccccc3)nc2c1)c1ccc(Br)o1 | -3% | ? | ? | -19% | 10% | -2 | ? | ? | ?
COc1ccc(/C=N/c2c(-c3ccco3)nc3ccccn23)cc1OC | ? | -5% | i | 6% | ? | -19 | 7% | -23% | 6%
COc1cc(CNCc2ccncc2)ccc1OCC(N)=O | ? | -3% | i | -5% | -1% | -14 | ? | 1% | 2%
CSCCC1(C(=O)O)NC(c2ccccc2O)C2C(=O)N(C(C)C)C(=O)C21 (stereo unspecified) | 0% | 10% | i | -4% | ? | 6 | -2% | -7% | -3%
CSc1ccc(C(=O)C2CCCN(C(=O)c3cc4cc(F)ccc4[nH]3)C2)cc1 (stereo unspecified) | ? | -6% | i | -15% | ? | -63* | ? | -22% | 18%
COC(=O)Cn1cnc2sc(C)c(S(=O)(=O)N3CCN(c4ccccc4OC)CC3)c2c1=O | -13% | 10% | i | -4% | 0% | -5 | 7% | 10% | 0%
C=CCN(CC=C)CCCOc1ccc(C)cc1OC | -11% | 22% | i | -23% | -3% | 0 | ? | 14% | ?
NC(=O)/C(N=Nc1ccccc1)=N/Nc1ccccc1 | 7% | 13% | i | 14% | 15% | 17 | -12% | 3% | -42%[inhibitor]
CCCCNC(=O)c1cc2cccc([N+](=O)[O-])c2[nH]1 | -9% | 1% | i | -12% | -2% | ? | 0% | -11% | 4%
Cc1ccc(CNC(=O)CCNC(=O)N2CCn3c2nc2ccccc23)cc1 | 17% | 11% | i | . | 1% | 0 | 1% | 10% | -2%
Cc1ccc(Sc2c(C(=O)NCc3ccccc3C)[nH]c3ccccc23)cc1 | ? | . | i | 2% | 7% | . | . | . | .
CCCCC1(C)OC(=O)C(=Cc2ccc(N(CC)CC)cc2)C(=O)O1 (stereo unspecified) | 14% | 3% | i | -2% | 3% | 16 | 0% | 1% | -5%
O=C(O)CCC(=O)N1CCN(c2nc3ccccc3s2)CC1 | 4% | 11% | i | 8% | 4% | 0 | -10% | 1%[9.24 µM] | -1%
CC(C)C(NC(=O)Cc1ccccc1)C(=O)N1CCN(c2cccc(Cl)c2)CC1 (stereo unspecified) | -4% | -23% | ? | ? | -24% | -4 | 5% | -23% | 4%
CCCC(=O)N1CCCC(c2nc(-c3cccc(OC)c3)no2)C1 (stereo unspecified) | ? | -5% | i | . | -11% | -7 | -47%[inhibitor] | 0% | 2%
CCNC(=O)c1ccc(NC(=O)CC2SC(N3CCCC3)=NC2=O)cc1 (stereo unspecified) | 21% | 0% | i | 0% | 1% | 11 | 7% | 1% | -1%

Source: PubChem (National Center for Advancing Translational Sciences (NCATS))
